EPAC1 antag: blocks human EPAC1 exchange factor; Potency, µM (series often up to 115 µM), without a hit: top-dose activity change, negative = inhibition, usual class: inhibitors; EPAC1 GEF assay, Rap1b-BODIPY-GDP exchange fluorescence; actives 0.14% (n = 360,000); O95398;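 note: potency is the fitted concentration of half-maximal effect; plate controls were vehicle for no effect and positive control for full effect; nearly all actives have a fitted effect of over 50% in size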
EPAC1 agonist: agonists of human EPAC1 | O95398 | EPAC1 agonist qHTS, biochemical assay; response scale: 100% = response to 6.5 mM cAMP | Potency, µM (series often up to 154 µM), inactives show at the top dose activation, usual class: activators | actives 0.073% (n = 360,000) | AID 720707; note: potency is the fitted concentration of half-maximal effect; nearly all actives have a fitted effect of over 60% in size
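Compounds were pinned as a concentration titration into mixtures of EPAC1 (100 nM), BODIPY-GDP-loaded Rap1B (250 nM) and GDP (50 uM). After 5 min at room temperature, fluorescence was followed for 30 min; activity was scaled to 6.5 mM cAMP.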
Abeta rescue: compounds reversing amyloid beta toxicity in yeast; yeast expressing A-beta42, growth rescue, OD600, 48 h; response scale: 0% DMSO, 100% iron-clioquinol control; Potency, µM (titrated, usually from 46.1 µM), without a hit: top-dose growth rescue, usual class: activators; actives 0.063% (n = 410,000); note: potency is the fitted concentration of half-maximal effect; nearly all actives have a fitted effect of over 55% in size
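Yeast growth medium received pinned compounds, then yeast cells expressing toxic A-beta were added; plates incubated at 30 C for 48 hr. Growth read as absorbance at 600 nm, normalized to DMSO and equimolar FeCl3 plus clioquinol controls.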
aSyn rescue: inhibitors of alpha-synuclein toxicity in yeast; actives 0.14% (n = 370,000); Yeast expressing alpha-synuclein, growth rescue, BacTiter-Glo, 24 h; Potency, µM (titrated, usually from 46.1 µM), for inactives: at the highest dose growth rescue (activation), usual class: activators; note: potency is the fitted concentration of half-maximal effect; % of control where 0% means no effect; nearly all actives have a fitted effect of over 65% in size
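Screening used galactose-induced yeast with toxic alpha-synuclein levels, exposed to compound for 24 hr at 30 deg C. Cell growth, read with BacTiter-Glo luminescence, gave the measured signal.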
PI5P4Ka inh: blocks human PI5P4K alpha kinase activity; PI5P4Kalpha enzyme, ADP-Glo luminescence, 60 min; stronger effect = lower value; AID 652105; P48426; max response, %; actives 1.2% (n = 330,000); active = max response of -50% or lower; inconclusive = between -30% and -50%; inactive = -30% or higher; note: value at the top dose of about 77 µM; % is set by controls: 0 for no effect and ±100 for the full control effect
Target sequence (P48426 whole entry, looked up): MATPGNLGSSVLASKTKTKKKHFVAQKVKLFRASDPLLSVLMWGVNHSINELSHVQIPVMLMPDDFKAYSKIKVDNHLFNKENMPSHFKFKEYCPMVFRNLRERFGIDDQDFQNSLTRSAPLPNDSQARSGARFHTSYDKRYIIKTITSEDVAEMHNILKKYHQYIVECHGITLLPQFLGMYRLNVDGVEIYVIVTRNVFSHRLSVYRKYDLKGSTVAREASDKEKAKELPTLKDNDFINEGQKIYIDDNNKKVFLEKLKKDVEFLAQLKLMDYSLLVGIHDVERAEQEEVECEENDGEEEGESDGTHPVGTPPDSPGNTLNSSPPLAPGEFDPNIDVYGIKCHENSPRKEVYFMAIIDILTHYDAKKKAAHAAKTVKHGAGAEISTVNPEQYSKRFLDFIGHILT
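Controls without substrate or without enzyme flank wells where PI5P4Kalpha converts substrate using 5 microM ATP (final). Incubation lasts 60 minutes at room temperature; ADP formed is read by ADP-Glo luminescence.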
IL2 activator: activators of IL-2; IL-2 activation reporter assay, cell-based qHTS; stimulated with anti-CD3/CD4/CD28 beads; in transgenic mouse T cells; AID 652025; actives 0.065% (n = 360,000); activation, % (series mostly up to about 46 µM); in the data active = activation above about 50%; inconclusive = mostly about 30% to 49%; note: 0% is about no effect
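Readout: EGFP and DsRed signals by fluorescent plate cytometry. Unstimulated transgenic mouse T cells received compound 60 min before antibody-bead stimulation, then incubated 18 h at 37 degrees C.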
FUS suppressor: FUS proteinopathy suppression in yeast. S. cerevisiae FUS-expressing, growth rescue, OD600, 24 h. Potency, µM (titrated, usually from 76.6 µM), without a hit: at the highest dose growth rescue (activation), actives largely listed as activators. actives 0.24% (n = 390,000);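 note: potency is the fitted concentration of half-maximal effect; plate controls were DMSO vehicle for no effect and reference control for full effect; nearly all actives have a fitted effect of over 55% in size; some results filed as inactive show a strong effect at the top dose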
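Galactose (2%) drives FUS expression in yeast precultured in raffinose; seeding density OD 0.005. Test compounds incubated 24hr at 30C and 99% humidity before absorbance at 600 nm was measured.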
PLK1 PBD block: PLK1 (human) polo-box domain binding inhibition; P53350; Plk1 PBD binding of FITC phosphopeptide, fluorescence polarization; Potency, µM, without a hit: max response, negative = inhibition, hits mostly inhibitors; actives 2.8% (n = 360,000); note: potency is the fitted concentration of half-maximal effect; series mostly up to about 57 µM; % is set by controls: 0 for no effect and ±100 for the full control effect; nearly all actives have a fitted effect of over 65% in size
Target sequence (P53350 whole entry, looked up, the tested form may be a part): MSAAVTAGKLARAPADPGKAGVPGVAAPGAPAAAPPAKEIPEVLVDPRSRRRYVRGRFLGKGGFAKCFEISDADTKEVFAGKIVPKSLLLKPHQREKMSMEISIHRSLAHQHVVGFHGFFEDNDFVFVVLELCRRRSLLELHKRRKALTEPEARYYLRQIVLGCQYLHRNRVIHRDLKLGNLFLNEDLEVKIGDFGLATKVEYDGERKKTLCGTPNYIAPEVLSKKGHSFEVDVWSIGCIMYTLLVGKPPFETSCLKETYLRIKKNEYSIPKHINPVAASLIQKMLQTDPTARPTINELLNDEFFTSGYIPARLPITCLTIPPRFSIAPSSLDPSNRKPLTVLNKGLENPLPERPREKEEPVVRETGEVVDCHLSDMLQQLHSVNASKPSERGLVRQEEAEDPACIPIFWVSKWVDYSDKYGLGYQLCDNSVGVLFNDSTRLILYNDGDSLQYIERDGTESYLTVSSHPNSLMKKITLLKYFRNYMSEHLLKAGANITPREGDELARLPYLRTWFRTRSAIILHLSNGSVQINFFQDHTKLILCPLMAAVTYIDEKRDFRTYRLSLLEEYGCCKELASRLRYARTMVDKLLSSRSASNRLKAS
WRN inhibitor: WRN helicase (human) inhibition; WRN helicase unwinding, fluorescent forked duplex, kinetic; Q14191; Potency, µM (doses to about 114 µM), for inactives: at the highest dose activity change, negative = inhibition, hits mostly inhibitors; actives 0.46% (n = 360,000); note: potency is the fitted concentration of half-maximal effect; % is set by controls: 0 for no effect and ±100 for the full control effect; nearly all actives have a fitted effect of over 55% in size
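Kinetic fluorescence helicase assay: unwinding of a quenched forked DNA duplex (100 nM final) with 2 mM ATP final raises red fluorescence (525/598 nm). Compounds sat 15 min at room temperature with 20 nM WRN beforehand.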
* = called active by the depositor; ? = inconclusive; . = no result given; & = joins results of further samples; [ ] = dose if it differs, or a comment. Unless noted, calls come from the whole dose curve; as a rule, active = well fitted curve in the direction sought with a large enough effect; inconclusive = small, poorly fitted or top-dose-only effect, or another doubt; inactive = no such curve, though single readings can be large; an effect the other way counts as inactive or inconclusive. Outcome played no part in choosing rows; overall some 4.1% were active at least once.

SMILES	EPAC1 antag	EPAC1 agonist	Abeta rescue	aSyn rescue	PI5P4Ka inh	IL2 activator	FUS suppressor	PLK1 PBD block	WRN inhibitor
Cc1ccc(C(C)C)c(OCC(=O)NNC(=O)C2CSC3(C)CCC(=O)N23)c1 (stereo not given)	-12%	-12%	3%	7%	0	-2.4	5%	-6%	-7%
CC(=O)Oc1cc(C)cc2oc(=O)cc(-c3ccccc3)c12	-7%	5%	0%	-1%	-3	-0.5	-18%	-3%	-2%
O=C(Nc1ccnn1C1CCN(Cc2cccc(OCCO)c2)CC1)C1CC1	-9%	-2%	10%	-3%	0	-1.0	5%	-4%	-3%
c1cc(-c2cn(C[C@H]3CC[C@@H]([C@@H]4CC[C@H](Cn5cc(-c6ccsc6)nn5)O4)O3)nn2)cs1	15%	-17%	-5%	-4%	-8	-0.8	11%	-4%	-1%
CCc1ccc(S(=O)(=O)c2nnn3c2nc(NCCNC(C)=O)c2ccccc23)cc1	33%[activator]	1%	7%	8%	-1	1.4	-3%	-9%	-25%
COc1ccc2nc(NC(=O)CSc3nnc(C)n3N)sc2c1	-5%	-4%	5%	0%	-4	0.5	12%	1%	-4%
CCOC(=O)c1cccc(NC(=O)/C=C/c2cccc([N+](=O)[O-])c2)c1	13%	-6%	16%	-3%	.	0.0	5%	-1%	3%
N#CC1=C(N)OC2=C(CC/C2=C\c2ccccc2)C1c1ccccc1 (stereo not given)	96%[activator]	15%	0%	1%	?	11	?	?	-11%
CC(C)(C)C(=O)Nc1cc(NC(=O)C(C)(C)C)cc(C(=O)Nc2c[nH]c(=O)[nH]c2=O)c1	-5%	1%	3%	4%	11	5.0	38%	-4%	4%
Cc1cc(C)n2nc(C(=O)OCCOc3ccc(Br)cc3)nc2n1	-17%	9%	-17%	0%	8	-0.5	34%	?	13%
Cc1cc(NC(=O)CSc2ccc3nnc(-c4cccc(F)c4)n3n2)no1	-1%	5%	1%	3%	.	-2.0	-4%	-23%	-11%
C/C(=N\O)C1(C)N(O)C(C)(C)C(c2ccc(F)cc2)=[N+]1[O-] (stereo not given)	4%	-7%	0%	0%	3	4.3	14%	-7%	1%
COc1cccc(Nc2nc(-c3cccs3)nc3ccccc23)c1	-22%	2%	-24%	-3%	19	-1.8	24%	0%	-11%
COc1ccc(-c2cccc([C@H]3[C@@H]4C=CC[C@@H](C)[C@@H]4C(=O)N3Cc3ccccc3)c2)cc1	-10%	-9%	3%	0%	-2	-0.8	20%	-8%	1%
CCCCOc1cccc(C(=O)N(Cc2ccccc2)C2CCS(=O)(=O)C2)c1 (stereo not given)	-15%	1%	-2%	11%	-1	-1.1	?	-8%	?
CCc1c(C)c2nncn2[nH]c1=O	-3%	1%	-5%	0%	-4	-1.5	3%	-4%	-7%
C=C1CCC[C@]2(C)C[C@H]3OC(=O)C(CN4CCOCC4)[C@H]3C[C@@H]12 (stereo not given in full)	-8%	1%	-5%	-7%	-2	1.1	-29%	-14%	4%
Nc1nnc(SCc2ccc(F)cc2)s1	5%	3%	1%	0%	.	-0.2	4%	-12%	-6%
Cc1ccc(S(=O)(=O)N2CCCCC2C(=O)O)cc1 (stereo not given)	-19%	4%	-4%	-1%	-1	0.0	5%	-8%	2%
COc1ccc(NC(=O)CC2(CC(=O)O)CCCC2)cc1	-18%	-2%	-18%	0%	-2	-0.2	-4%	-14%	12%

Ordered by the number under PLK1 PBD block (lowest first): three of the compounds above
molecule,PLK1 PBD block
COc1ccc(NC(=O)CC2(CC(=O)O)CCCC2)cc1,-14%
CC(=O)Oc1cc(C)cc2oc(=O)cc(-c3ccccc3)c12,-3%
CCOC(=O)c1cccc(NC(=O)/C=C/c2cccc([N+](=O)[O-])c2)c1,-1%

Additional results.
SMILES	EPAC1 antag	EPAC1 agonist	Abeta rescue	aSyn rescue	PI5P4Ka inh	IL2 activator	FUS suppressor	PLK1 PBD block	WRN inhibitor
CCC(C)NCC(=O)Nc1ccc([N+](=O)[O-])cc1C(=O)Nc1ccccc1F (stereo not given)	1%	5%	0%	4%	8	5.9	25%	2%	-10%
COCCNC(=S)NC(=O)CC12CC3CC(CC(C3)C1)C2	1%	2%	-19%	-5%	8	-0.2	.	-1%	11%
CN=c1sc(C(=O)Nc2ccccc2)c(C)n1C	-2%	-10%	-12%	4%	-1	-6.6	-33%	-6%	7%
C[N+]1(CC(=O)OCCCC2CCCCC2)CCCC1	-9%	5%	-12%	-19%	-9	-1.4	12%	30µM*	0%
Nc1c(C(=O)CSc2nnc(COc3ccc(Cl)cc3)o2)c(=O)[nH]c(=O)n1C1CC1	-13%	-4%	-17%	-2%	-5	0.0	-3%	-7%	-1%
COc1ccc(CC(=O)OCC(=O)NCc2ccc(C)cc2)cc1OC	-13%	5%	1%	1%	5	0.1	17%	-1%	-16%
O=C(COC(=O)c1ccc(S(=O)(=O)Nc2ccccc2)cc1)NCCC1=CCCCC1	?	10%	11%	10%	1	0.7	32%	-15%	-2%
CCc1nc(SCC(=O)NC2CCCC2)c2c(=O)n(C)c(=O)n(C)c2n1	14%	6%	2%	-7%	9	-0.4	0%	-7%	-33%
O=c1[nH]c(/C=C\c2cccc(F)c2)nc(O)c1[N+](=O)[O-]	-26%	1%	-8%	-1%	-55*	-0.1	6%	0%	-30%
O=C(NCC1(c2ccccc2)CCCC1)c1ccc(Br)o1	17%	4%	-22%	0%	5	-1.3	13%	-12%	-19%
CNc1nnc(-c2ccncc2)s1	-1%	1%	4%	-5%	.	1.0	16%	1%	9%
CCOC(=O)c1[nH]c2ccccc2c1NC(=O)CC	-17%	-1%	1%	10%	6	-0.1	-17%	-10%	-9%
CC(C)Oc1cccc(C(=O)NC(=S)Nc2ccccc2N2CCOCC2)c1	-5%	5%	-6%	-7%	0	-2.0	.	-2%	-33%
CNC(=S)Nc1ccc(N2CCCC2)c(S(=O)(=O)Nc2ccc(OC)cc2)c1	-14%	4%	0%	-1%	-5	-2.5	.	?	-27%
CN(C)S(=O)(=O)c1ccc(C(=O)Nc2nnc(-c3cccs3)o2)cc1	-1%	-10%	5%	1%	-8	0.2	25%	?	6%
O=C(O)CCn1cc(-c2ccc(F)cc2)nc1-c1ccncc1	-11%	0%	-25%	-8%	3	2.5	-31%	-3%	-10%
O=C(O)c1cccc(NS(=O)(=O)c2ccc3c(c2)C(=O)c2ccccc2C3=O)c1	-2%	-12%	19%	0%	-5	0.0	-20%	-6%	-21%
COCCNC(=O)C1(C)CCCN(C(=O)c2cccc(Cl)c2)C1 (stereo not given)	-2%	-1%	-17%	-20%	2	-0.6	-6%	-6%	4%
COc1ccc(OC)c(CNC(=O)C2CCN(S(=O)(=O)N3CCCCC3)CC2)c1	10%	-7%	4%&1%	-5%	6	-2.6	8%&34%	-3%	3%[57.1 µM]
COCCn1c(NCc2ccccc2)nc2c1c(=O)[nH]c(=O)n2C	-4%	9%	3%	-12%	-3	-0.2	-18%	-8%	0%
CCN(CC(=O)Nc1ccc(NC(C)=O)cc1)C(=O)CSc1nnc(-c2ccco2)n1CC	9%	-17%	1%	-2%	2	0.7	3%	0%	-3%
Cc1ccc(S(=O)(=O)NCC(=O)N(CC2CCCO2)C(C(=O)NC2CCCC2)C(C)C)cc1 (stereo not given)	-9%	1%	-12%	0%	-6	-2.1	20%	-9%	9%
Cc1ccc2oc(=O)c(/C=C(\O)c3ccccc3)nc2c1	23%	18%	25%	-1%	-1	-0.6	0%	-16%	-7%
O=[N+]([O-])c1ccc(CSc2nnc(Cc3ccccc3)o2)cc1	-18%	11%	0%	13%	0	0.6	-1%	?	-6%
COc1ccc(CN2CCNC(=O)C2CC(=O)NC2Cc3ccccc3C2)c(OC)c1 (stereo not given)	5%	-5%	10%	0%	3	-1.8	3%	-3%	11%
S=C1NCN(C2CCCCC2)CN1CCc1ccccc1	?	15%	?	0%	6	0.2	24%	-20%	10%
COc1ccc(OC)c(NS(=O)(=O)c2ccc(N3CCCC3=O)cc2)c1	-2%	3%	15%	0%	3	0.0	5%	-6%	-8%
Cc1ccc(S(=O)(=O)N2CCN(C(=O)c3ccc(N4CCCCC4)c([N+](=O)[O-])c3)CC2)cc1	?	17%	21%	6%	-1	-1.9	33%	-5%	2%
CCOc1cc(S(=O)(=O)N(CC)CC)ccc1F	-10%	3%	4%	2%	.	-1.9	8%	-11%	-5%
O=C1COc2ccc(C(=O)COC(=O)Cc3ccccc3F)cc2N1	18%	-9%	-2%	0%	4	-6.7	2%	-9%	3%
Cn1c(=O)c2[nH]c(-c3cccnc3)nc2n(C)c1=O	5%	1%	3%	0%	.	-3.1	28%	2%	8%
CCCCc1nnc2c(N(C)S(=O)(=O)c3ccccc3)nc3ccccc3n12	-19%	10%	2%	0%	-6	1.4	1%	-8%	0%
Cc1ccc(N2C(=O)CC(Sc3cccs3)C2=O)cc1 (stereo not given)	-6%	11%	30%	9%	5	-0.9	5%	0%	-1%
COC(=O)c1cc(S(=O)(=O)NCCc2ccccc2)c[nH]1	-3%	-3%	-4%	3%	-4	1.4	10%	-4%	-1%
CCCCC(O)(c1ccccc1)C(CN1CCOCC1)c1ccccc1 (stereo not given)	-14%	-5%	-6%	-4%	-2	-3.8	2%	-1%	4%
Cc1cc(C(=O)N(C)Cc2c(F)cccc2Cl)c2ccccc2n1	-12%	-9%	-5%	5%	2	-2.2	7%	-1%	-9%
Oc1ccccc1N1CCN(C(c2ccccc2)c2ccccc2)CC1	-4%	5%	8%	?	23	1.9	-1%	6%	-8%
C=C(C)CSC1=C(C#N)C(c2ccsc2)CC(=O)N1 (stereo not given)	4%	4%	18%	-6%	.	-2.6	11%	-24%	6%

Source: PubChem (National Center for Advancing Translational Sciences (NCATS))
